Compound activity as filed in PubChem.
TRAIL sens C8: sensitizes caspase-8 expressing cells to TRAIL; actives 1% (n = 360,000); NB7+C8 cells + TRAIL, ATPlite viability luminescence; inhibition (viability loss, TRAIL sensitization), % at 10 µM;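 active = compounds causing at least 50% loss of cell viability in the single-dose screen, relative to plate controls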
NCOA1 inh: human NCOA1 inhibition. Q15788. HEK293 GAL4-SRC1 luciferase reporter, luminescence. inhibition, % at 3.6 µM. actives 0.12% (n = 360,000);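 active = inhibition above the campaign mean plus 3 SD, with each screening campaign given its own cutoff, cut at about 60% in these data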;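 note: 0% = DMSO treated cells and 100% = gossypol at 36 µM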
TWEAK Fn14 block: blocks TWEAK-Fn14 interaction in a reporter cell assay; TWEAK-stimulated Fn14 reporter cells, luciferase luminescence, 8 h; inhibition, % at 10 µM; actives 2% (n = 360,000); in the data active = inhibition above about 50%
NCOA2 inhibitor: human SRC2 (NCOA2) inhibition; HEK293 GAL4-SRC2 luciferase reporter, luminescence; AID 651957; inhibition, % at 9 µM; actives 0.17% (n = 370,000); Q15596;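 active = inhibition above the mean inhibition of all tested compounds plus 3 SD, set per campaign, cut at about 52% in these data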;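 note: 0% = DMSO treated cells and 100% = cells given Gossypol at 36 µM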
NCOA3 inh: inhibits human SRC3 coactivator. Q9Y6Q9. HEK293 GAL4-SRC3 luciferase reporter, luminescence. inhibition, % at 3.6 µM. actives 0.17% (n = 360,000);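 active = inhibition above a per-campaign cutoff, the mean of all compounds plus 3 SD, cut at about 60% in these data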;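 note: 0% = DMSO-treated cells and 100% = gossypol-treated cells at 36 µM; higher means less SRC3-driven luciferase light from the GAL4 reporter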
NR5A2 inv ag: inverse agonists of human LRH-1 (NR5A2) | AID 602396 | O00482 | HEK293T StAR-luciferase reporter, LRH-1 transfected, 24 h | inhibition, % at 3.6 µM | actives 0.13% (n = 360,000);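 active = inhibition above the mean inhibition of all tested compounds plus 3 SD, cut at about 73% in these data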;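 note: 0% = DMSO wells and 100% = reporter-only cells lacking LRH-1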
Target sequence (O00482 whole entry, looked up): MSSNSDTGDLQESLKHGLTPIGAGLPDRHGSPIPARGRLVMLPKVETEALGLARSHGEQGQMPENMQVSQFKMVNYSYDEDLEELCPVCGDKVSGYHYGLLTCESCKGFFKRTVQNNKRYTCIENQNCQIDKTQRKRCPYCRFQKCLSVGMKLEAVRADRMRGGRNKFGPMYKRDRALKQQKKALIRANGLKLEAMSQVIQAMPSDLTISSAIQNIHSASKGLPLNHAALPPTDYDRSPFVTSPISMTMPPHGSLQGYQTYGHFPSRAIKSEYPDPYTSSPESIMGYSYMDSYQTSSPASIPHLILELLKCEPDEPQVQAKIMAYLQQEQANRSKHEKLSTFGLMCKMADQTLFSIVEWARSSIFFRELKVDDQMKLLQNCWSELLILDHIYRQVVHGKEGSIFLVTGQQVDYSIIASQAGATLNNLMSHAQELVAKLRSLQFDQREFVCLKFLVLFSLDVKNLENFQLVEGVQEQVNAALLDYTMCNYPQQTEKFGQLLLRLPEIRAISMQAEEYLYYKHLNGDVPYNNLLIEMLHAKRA
LMP1 NFkB inh: inhibitors of Epstein-Barr LMP1-induced NF-kappaB reporter; LMP1-induced NF-kappaB luciferase reporter cells, luminescence; inhibition, % at 12.5 µM; actives 0.69% (n = 350,000); AID 504558; in the data active = inhibition above about 41%;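 note: 0% = neutral control wells and 100% = reference inhibitor control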
COUP-TFII inh: NR2F2 (human) inhibition, primary screen; P24468; HEK293T NGFI-A luciferase reporter, luminescence; inhibition, % at 8.6 µM; actives 0.7% (n = 370,000); AID 686940;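 active = inhibition above a per-plate cutoff, mean inhibition of test wells between control levels plus 3 SD, cut at about 38% in these data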;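 note: cells cotransfected with COUP-TFII expression vector driving the NGFI-A reporter; 0% = median of COUP-TF2 test wells and 100% = reporter-only cells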
Target sequence (P24468 whole entry, looked up): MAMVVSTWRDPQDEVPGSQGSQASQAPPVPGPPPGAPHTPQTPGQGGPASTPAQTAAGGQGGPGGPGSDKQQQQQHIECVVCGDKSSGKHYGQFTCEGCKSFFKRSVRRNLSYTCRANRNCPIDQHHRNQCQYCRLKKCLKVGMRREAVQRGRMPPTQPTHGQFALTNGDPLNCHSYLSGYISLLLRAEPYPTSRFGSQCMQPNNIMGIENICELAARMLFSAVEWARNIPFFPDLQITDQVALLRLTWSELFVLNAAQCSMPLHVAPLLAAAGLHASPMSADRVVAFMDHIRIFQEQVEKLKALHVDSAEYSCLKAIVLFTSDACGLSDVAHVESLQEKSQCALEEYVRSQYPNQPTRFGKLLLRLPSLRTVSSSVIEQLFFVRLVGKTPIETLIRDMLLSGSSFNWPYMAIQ
TROY signal inh: TROY signaling inhibition; Q293 LMP1-TROYcd NF-kB luciferase reporter, 4 h; inhibition, % at 10 µM; actives 0.98% (n = 360,000); AID 1347056;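 active = compounds whose plate-normalised and pattern-corrected inhibition of the luciferase reporter signal at the single screening dose is 50% or more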
KKLEB cytotox: counter-screen for CF NF-kB inhibitors: cytotoxicity | KKLEB CF airway cells viability, ATPlite luminescence, overnight; active compounds read low; cells stimulated with P. aeruginosa culture filtrate | actives 0.36% (n = 360,000) | activity change (cytotoxicity), % at 5 µM | AID 602141;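 active = corrected activity change at or below -50% at 5 µM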
CF NFkB inh: blocks PAF-induced NF-kB reporter in cystic fibrosis cells; actives 0.86% (n = 360,000); AID 588850; inhibition, % at 5 µM; KKLEB NF-kB-GFP reporter, GFP fluorescence overnight;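 active = at least 50% inhibition at 5 µM, scaled per plate between neutral and stimulator controls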;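 note: PAF is a Pseudomonas aeruginosa culture filtrate used as stimulus; plate controls were PAF-stimulated DMSO wells for no effect and unstimulated DMSO wells for full effect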
The depositor's hits bear a star; / = not tested or not shown.

The line under a structure holds: TRAIL sens C8, NCOA1 inh, TWEAK Fn14 block, NCOA2 inhibitor, NCOA3 inh, NR5A2 inv ag, LMP1 NFkB inh, COUP-TFII inh, TROY signal inh, KKLEB cytotox, CF NFkB inh
- O=[N+]([O-])c1ccccc1S(=O)(=O)N(CC(O)CN1CCCCC1)c1ccccc1 (configuration not stated)
  -16, -6, 19, -2, -7, -13, 1, 6, 6, 7, -16
- COC(=O)c1ccc(CNC(=O)Cn2cnc(C(=O)Nc3ccc(C)c(C)c3)n2)cc1
  1, -18, -30, 10, -47, 0, -5, -3, -36, -12, -7
- COc1ccccc1N1CCN(C(=O)Cn2nnc(-c3cccs3)n2)CC1
  1, 12, 0, -1, -4, -9, -1, 7, 15, 12, 1
- COc1ccc(CN2C3CCCC2CC(NC(=O)c2cccc(F)c2)C3)cc1 (configuration not stated)
  16, -3, -20, -1, 1, -23, -2, 12, 3, 4, -9
- O=C(CCc1nnc2ccc(N3CCC4(CC3)OCCO4)nn12)N1CCCCC1
  -18, 0, -2, -18, -29, 2, -5, -11, -10, -4, -1
- O=C(NCN1C(=O)C2C3C=CC(C3)C2C1=O)Nc1cccnc1 (configuration not stated)
  -11, -1, 2, -17, -10, 25, -4, -3, -12, -7, 11
- CCOc1ccc(-n2cnnn2)cc1S(=O)(=O)NC1CC1
  -4, 18, 9, 12, 16, -1, -10, -7, -3, -6, 0
- CC(C(N)=O)N1C(=O)NC2(CCCc3ccccc32)C1=O (configuration not stated)
  -26, -10, 20, -20, 5, 16, 1, -9, 9, 12, -11
- Cc1cccc(NC(=O)c2cc(S(=O)(=O)N3CCCCC3)ccc2Cl)n1
  12, 5, -2, -4, -25, -10, 0, 17, -6, 15, -23
- O=C(CC(=O)NN=Cc1ccc2c(c1)CCC2)NN=Cc1ccc2c(c1)CCC2
  -12, -7, -8, -52, -2, -9, 2, 1, 3, -24, -10
- CC(=O)Nc1ccc(S(=O)(=O)Nc2nc3ccccc3nc2N2CCc3ccccc3C2)cc1
  6, -63, 15, -41, -40, -46, -9, -32, -13, 9, -11
- Cc1ccc(C)n1-c1cccc(C(=O)Nc2ccccc2)c1
  3, -1, 29, 22, 4, -4, -3, 14, 46, 5, 5
- CCOC(=O)C1=CCN(S(=O)(=O)c2ccccc2F)C1c1cccc(F)c1 (configuration not stated)
  -10, 2, 19, 8, -1, 13, /, 8, 7, -14, 1
- COc1ccccc1C(=O)NC(CCSC)C(=O)OC(C)C(N)=O (configuration not stated)
  -3, 4, 2, 15, 26, 6, 7, -6, -3, -1, -1
- CC#CCN1c2ccccc2[C@]23C[C@@H](C(=O)OC)N=C2NC(C(=O)OC)=C(C(=O)OC)[C@H]13
  -3, -3, 9, 23, 3, 0, 3, -6, -13, 6, 3
- CCc1ccc(C(CNC(=O)c2ccc3c(=O)n(-c4ccccc4F)c(=S)[nH]c3c2)N(C)C)cc1 (configuration not stated)
  5, 16, 33, 0, 5, -12, -15, 21, 19, -11, 6
- CCN(C(=O)COC(=O)c1ccccc1O)c1nc2ccccc2s1
  10, 0, -42, 9, -3, -18, 1, -6, -1, -9, 2
- Cc1onc(C(=O)Nc2ccc(OC(F)(F)F)cc2)c1[N+](=O)[O-]
  8, 0, -16, /, 11, -2, 1, /, -23, -8, -3
- Cc1cc(C)cc(OCC(=O)OCC(=O)c2ccc3c(c2)NC(=O)CO3)c1
  4, -6, -9, -12, 16, 11, -4, 2, 1, -6, 16
- COc1ccc(CC(NC(C)=O)C(=O)NC2CCN(C(=O)C3CCCCC3)CC2)cc1OC (configuration not stated)
  -22, -11, 44, -9, 1, 12, 4, 1, 27, -2, 5
- Cc1ccc(-n2sc3ccccc3c2=O)cc1
  -9, -16, 27, -30, -6, 8, -9, 8, 2, -3, -7
- C(=N\N(Cc1ccccc1)c1ccccc1)/c1cccnc1
  -11, -1, 0, 12, 14, 29, -4, -16, 13, -15, 2
- Cc1noc(C)c1COc1ccc(C(=O)N2CCN(c3cccc(Cl)c3)CC2)cc1
  5, -18, 6, 24, -12, -23, 4, 3, 3, 11, 16
- CCOC(=O)C1=C(N)n2c(s/c(=C\c3ccco3)c2=O)=C(C(=O)OC(C)C)C1c1ccco1 (configuration not stated)
  7, -15, 19, -11, 8, -2, -19, 6, -12, -3, -8
- CC(C)(C)NC(=O)CN(C(=O)c1snc(C(=O)NC2CCCCC2)c1N)c1ccccc1F
  -8, 0, 4, 0, 15, 9, 8, 9, 7, 3, 5
- CN1CCN(S(=O)(=O)c2cccc(C(=O)NCCOc3ccccc3)c2)CC1
  23, -11, 2, -8, 5, -21, -7, -6, -1, 10, 5
- Cc1cc(SCC(=O)NN)c2cc(Br)ccc2n1
  8, 1, -35, 8, 6, -23, 0, 6, -15, 2, 14
- Cc1nnc(SCC2=C(C(=O)O)N3C(=O)C(NC(=O)Cn4nc(C(F)F)c(Cl)c4C)C3SC2)s1 (configuration not stated)
  0, -7, 15, 0, 9, -14, 2, 20, -2, -12, 1
- CCNc1nc(Oc2c(Cl)cccc2Cl)cc(C(F)(F)F)n1
  -4, -11, 21, -26, 13, -3, 14, -2, -3, -1, 16
- COc1ccc(CCN2C(=O)CSC2=S)cc1OC
  45, 0, 3, -9, -1, -4, 26, 11, -12, -11, 16
- CSc1nc(N(C)C)nc(N(C)C#N)n1
  -5, 17, -13, 4, -2, -4, 6, -6, -5, 15, -1
- CCc1ccc(NC(=O)Cn2c(=O)c3cccn3c3ccccc32)cc1
  -9, 1, -12, -11, -7, 16, 0, 9, -9, -17, 8
- COc1cccc2c(SCC(=O)N/N=C/c3ccc(O)cc3O)cc(C)nc12
  40, 7, 5, 13, 11, -3, 14, 27, 5, -14, 42
- O=C(O)CCCC(=O)Nc1cccc(C(=O)Nc2ccccc2C(=O)O)c1
  -2, 7, -13, 0, 4, -2, -1, -12, 16, 18, -1
- CCCCCCn1c(=O)n2n(c1=O)[C@@H]1CN(S(=O)(=O)c3ccc(C)cc3)C[C@]1(O)[C@@H](OC(=O)NCc1ccco1)C2
  -12, -5, 31, 13, -3, 13, -6, 11, 6, 10, 2
- NC(=O)Cn1c(=O)n(-c2ccccc2)c(=O)c2oc3ccccc3c21
  2, 8, -3, -10, 15, 2, -5, -8, -2, 3, -11
- CCOC(=O)[C@@H]1CCNC[C@@H]1c1ccccc1
  -4, -12, -16, -16, -7, 6, -9, -4, 13, 1, -8
- O=C1Nc2cc(C(=O)N3CCC(N4CCCCC4)CC3)ccc2S/C1=C\c1ccccc1
  26, -3, 1, -1, -9, -15, -2, -5, -30, -10, 10
- C/C(=N\NC(=S)Nc1ccccc1)C1Cc2ccccc2C(=O)O1 (configuration not stated)
  -18, -57, 3, -45, -25, -67, /, -17, 5, 5, -6
- c1ccc(Cn2ccnc2SCc2nnc(-c3ccccc3)o2)cc1
  -5, 6, 8, -1, -5, -8, -14, -8, -31, 0, -4

Record cards (already shown).
Profile of c1ccc(Cn2ccnc2SCc2nnc(-c3ccccc3)o2)cc1 : TRAIL sens C8: -5; NCOA1 inh: 6; TWEAK Fn14 block: 8; NCOA2 inhibitor: -1; NCOA3 inh: -5; NR5A2 inv ag: -8; LMP1 NFkB inh: -14; COUP-TFII inh: -8; TROY signal inh: -31; KKLEB cytotox: 0; CF NFkB inh: -4
Profile of Cc1ccc(-n2sc3ccccc3c2=O)cc1 : TRAIL sens C8: -9; NCOA1 inh: -16; TWEAK Fn14 block: 27; NCOA2 inhibitor: -30; NCOA3 inh: -6; NR5A2 inv ag: 8; LMP1 NFkB inh: -9; COUP-TFII inh: 8; TROY signal inh: 2; KKLEB cytotox: -3; CF NFkB inh: -7

Only NR5A2 inv ag, NCOA3 inh and TWEAK Fn14 block, for some of the entries so far:
Compound	NR5A2 inv ag	NCOA3 inh	TWEAK Fn14 block
Cc1ccc(-n2sc3ccccc3c2=O)cc1	8	-6	27
C(=N\N(Cc1ccccc1)c1ccccc1)/c1cccnc1	29	14	0
Cc1noc(C)c1COc1ccc(C(=O)N2CCN(c3cccc(Cl)c3)CC2)cc1	-23	-12	6

Following part:
SMILES	TRAIL sens C8	NCOA1 inh	TWEAK Fn14 block	NCOA2 inhibitor	NCOA3 inh	NR5A2 inv ag	LMP1 NFkB inh	COUP-TFII inh	TROY signal inh	KKLEB cytotox	CF NFkB inh
O=C(CCNC(=O)c1ccccc1)Oc1ccc([N+](=O)[O-])cc1	-12	-5	-5	-11	-7	-7	2	6	-18	6	3
Brc1cccc(-c2n[nH]c(-c3ccccc3)n2)c1	-1	-108	-23	-59	-56	-108	-72	-36	-94	-6	2
Cc1nn(CC(C)C)c(Cl)c1C(=O)N(C)CC(=O)Nc1c(Cl)cccc1Cl	-9	-14	5	-32	-4	6	1	-24	12	9	2
CCCCN(C)CCCNC(=O)Cn1cc2c(n1)-c1c(oc(C(=O)N3CCCC3)c1C)CC2	-5	0	9	-18	-8	7	-7	-15	-16	-5	-4
CC(C)(C)OC(=O)C[C@@H]1C/C=C\C[C@@H](CC(=O)N[C@H](CO)Cc2ccccc2)C(=O)N2CCC[C@@H]2COC1=O	-22	-3	-18	18	1	-10	2	-3	-19	13	-15
CN(CC1CCOCC1)C(=O)CC1C(=O)NCCN1Cc1ccc(F)c(F)c1 (configuration not stated)	-6	-17	2	12	8	0	8	1	10	2	16
Cc1ccc(C(=O)OCC(=O)Nc2c(Cl)cc(S(N)(=O)=O)cc2Cl)o1	-3	-11	-15	2	-12	9	5	-10	6	2	26
COc1cccc(NC(=O)CN(C)C(=O)c2cccc(S(=O)(=O)N3c4ccccc4CC3C)c2)c1 (configuration not stated)	19	0	14	17	7	-17	2	4	11	1	22
O=C(Nc1nnc(Cc2ccccc2)s1)c1ccccc1	9	-52	-15	-17	-72	-42	-21	-14	-75	12	-10
Cc1cccc(C)c1NC(=O)CN1C(=O)NC(C)(C2CC2)C1=O (configuration not stated)	1	-23	-4	-23	-1	2	-4	-4	-21	8	-16
CC(NC(=O)CSc1nnc(COc2ccccc2)o1)c1ccccc1 (configuration not stated)	0	-15	2	4	9	4	-11	-24	2	14	0
COc1ccc(OC)c(C(=O)COC(=O)c2cccnc2Cl)c1	5	-36	-3	-21	4	-1	5	-9	-13	3	-1

This is a random part of the collection. About 4.2% of those tested had a hit in this group.
